# Keap1-Nrf2 PPI – Keap1-Nrf2 protein-protein interaction inhibitors, primary screen, biochemical, fluorescence polarization, single point | Keap1 Kelch-Nrf2 peptide fluorescence polarization, 1536-well | inhibition, % at 9.4 µM | actives 0.15% (n = 340,000) | AID 504523, 2011; in the data active = inhibition above about 12%;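 also: human Keap1 Kelch domain with fluorescein labeled Nrf2 9mer peptide probe; 0% = neutral control wells and 100% = peptide positive control; higher means more block of Keap1 binding to Nrf2 peptide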
# Target sequence (Q14145 whole entry, looked up, the tested form may be a part): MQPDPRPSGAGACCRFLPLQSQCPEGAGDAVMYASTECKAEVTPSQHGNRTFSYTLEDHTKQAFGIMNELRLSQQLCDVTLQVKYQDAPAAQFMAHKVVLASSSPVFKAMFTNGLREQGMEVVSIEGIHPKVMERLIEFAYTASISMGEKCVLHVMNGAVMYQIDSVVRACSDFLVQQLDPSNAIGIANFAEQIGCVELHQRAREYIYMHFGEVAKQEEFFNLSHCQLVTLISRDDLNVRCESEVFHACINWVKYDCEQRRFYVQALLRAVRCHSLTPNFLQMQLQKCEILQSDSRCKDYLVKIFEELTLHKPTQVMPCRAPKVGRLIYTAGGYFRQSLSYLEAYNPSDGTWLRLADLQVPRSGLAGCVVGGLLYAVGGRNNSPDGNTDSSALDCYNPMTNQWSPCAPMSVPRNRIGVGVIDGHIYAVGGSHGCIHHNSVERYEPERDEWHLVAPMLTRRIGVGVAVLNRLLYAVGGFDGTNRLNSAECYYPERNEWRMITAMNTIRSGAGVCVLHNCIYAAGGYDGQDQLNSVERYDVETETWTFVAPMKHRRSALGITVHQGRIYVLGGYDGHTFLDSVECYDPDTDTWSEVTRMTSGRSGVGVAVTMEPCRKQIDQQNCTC
# RTF Ca sens inh – cardiac RTF calcium sensitivity inhibitors, primary screen, biochemical, IANBD-TnC fluorescence, EC70 calcium; Troponin I, cardiac muscle (Homo sapiens) + Troponin T, cardiac muscle (Homo sapiens) + …; IANBD-labeled cardiac RTF, Ca2+ fluorescence; inhibition, % at 7.15 µM; actives 0.12% (n = 340,000); AID 493244, 2011;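 active = inhibition above the mean inhibition of all tested compounds plus 3 SD, cut at about 17% in these data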;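 also: assay run at fixed EC70 calcium of 1.6 mM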
# RTF Ca sens act – cardiac RTF calcium sensitivity activators, primary screen, biochemical, IANBD-TnC fluorescence, EC20 calcium. IANBD-labeled TnC RTF fluorescence at EC20 calcium; 0% EC20 calcium, 100% full calcium. actives 0.24% (n = 340,000). activation, % at 7.2 µM. Troponin I, cardiac muscle (Homo sapiens) + Troponin T, cardiac muscle (Homo sapiens) + …;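 active = activation above the mean over all tested compounds plus 3 SD, cut at about 30% in these data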;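 also: rise in fluorescence read as greater calcium sensitivity of cardiac thin filaments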
# Rtt109 HAT inh – inhibitors of C. albicans Rtt109/Vps75 HAT, primary screen, biochemical, ThioGlo CoA-SH fluorescence, plate reader | inhibition, % at 34.9 µM | AID 540336, 2011 | actives 0.16% (n = 330,000) | purified Rtt109/Vps75, 4 h | Histone acetyltransferase RTT109 (Candida albicans (strain SC5314 / ATCC MYA-2876)), …;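 active = inhibition of at least 50% in every replicate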
# Target sequence (Q5AAJ8 whole entry, looked up): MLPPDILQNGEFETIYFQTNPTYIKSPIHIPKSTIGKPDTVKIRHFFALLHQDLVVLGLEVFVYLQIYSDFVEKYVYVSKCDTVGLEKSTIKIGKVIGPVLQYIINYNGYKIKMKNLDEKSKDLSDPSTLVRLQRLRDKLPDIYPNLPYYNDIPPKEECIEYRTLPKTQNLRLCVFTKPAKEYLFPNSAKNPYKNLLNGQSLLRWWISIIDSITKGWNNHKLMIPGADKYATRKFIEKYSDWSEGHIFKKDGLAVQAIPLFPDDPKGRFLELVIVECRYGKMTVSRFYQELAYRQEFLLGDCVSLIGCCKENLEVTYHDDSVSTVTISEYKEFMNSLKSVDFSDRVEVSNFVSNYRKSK
# Mot1-301 SUMO – yeast Mot1-301 growth rescue at high temperature, primary screen, SUMOylation pathway inhibitor project, S. cerevisiae, ATP luminescence, 38.5C; S. cerevisiae Mot1-301 growth rescue; percent above DMSO median, 100 means doubled; growth rescue, % at 18.8 µM; actives 1% (n = 320,000); AID 2716, 2010;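 active = every valid replicate shows activation above 250% relative to neutral control wells; inactive = the rest, any valid replicate at or below 250%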;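 also: OY570 slx delta 5 strain wells were the positive control but not used for scaling; some compounds called inactive have numbers as strong as hits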
# NSD2 HMT inh – NSD2 histone methyltransferase inhibitors, primary screen, biochemical, AlphaScreen, single concentration, set 2 | inhibition, % at 12.5 µM | Histone-lysine N-methyltransferase NSD2 (Homo sapiens), O96028 | actives 0.54% (n = 310,000) | NSD2 peptide methylation, 120 min; in the data active = inhibition above about 50%
# PfHsp90 set2 – growth inhibition of PfHsp90-expressing yeast, primary screen, antimalarial PfHsp90 inhibitor project, S. cerevisiae, BacTiter-Glo luminescence, single point, set 2; BacTiter-Glo ATP, 48 h; yeast lacking PDR1 and PDR3 efflux regulators; actives 0.32% (n = 310,000); inhibition, % at 9.4 µM;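 active = every replicate shows inhibition above about 80%, whatever the replicate mean, limit read from the data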;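 also: 0% = DMSO neutral controls and 100% = 20 µM radicicol positive controls; yeast relying on Plasmodium falciparum Hsp90 in place of its own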
# CDK5 inh – inhibitors of human CDK5/p35 kinase, primary screen, biochemical, single concentration; inhibition, % at 10 µM; actives 0.01% (n = 330,000); Recombinant CDK5/p35, ADP-Glo luminescence, 60 min;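 active = highest replicate inhibition of at least 50% and at least 75% of replicates reaching 50%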;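 also: plate controls were DMSO neutral control for no effect and GW8510 at 10 µM for full effect; many of its hits are not listed in these tables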
# PvdQ acylase – P. aeruginosa PvdQ acylase inhibitors, primary screen, biochemical, fluorescence, plate reader and imaging, single point; PvdQ acylase [Pseudomonas aeruginosa LESB58]; purified PvdQ acylase; inhibition, % at 10 µM; actives 0.063% (n = 340,000); AID 488965, 2010; in the data active = inhibition above about 30%, passing the limit was not always enough;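 also: 0% = vehicle neutral wells and 100% = reference inhibitor wells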
# C-LANA FP – inhibitors of KSHV C-LANA binding to DNA, primary screen, biochemical, fluorescence polarization, FAM-LBS DNA, MBP-C-LANA, single point | AID 504423, 2011 | actives 0.078% (n = 340,000) | inhibition, % at 9 µM;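 active = highest replicate inhibition at or above 60% at 9 µM, even if other replicates fall short; inactive = all replicates below 60% inhibition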;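 also: 0% = neutral control wells and 100% = 4 µM acridine orange control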
# dFosB act – activators of delta FosB homodimer, primary screen, biochemical, fluorescence polarization, TAMRA-CDK5 oligo, single point. AID 493131, 2011. actives 0.99% (n = 340,000). purified delta FosB; percent of positive-control signal above neutral wells. activation, % at 25 µM. Protein FosB (Mus musculus), P13346;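 active = mean activation above about 17%, with every replicate also reaching it, limit read from the data, passing the limit was not always enough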;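 also: fluorescence polarization rise as delta FosB binds a TAMRA Cdk5 AP-1 oligo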
# * hit, by the source's call; x = no result given.
# Start of the data: the first two records, to show the layout:
SMILES,Keap1-Nrf2 PPI,RTF Ca sens inh,RTF Ca sens act,Rtt109 HAT inh,Mot1-301 SUMO,NSD2 HMT inh,PfHsp90 set2,CDK5 inh,PvdQ acylase,C-LANA FP,dFosB act
O=C(CNC1CCCCC1)N1CCc2ccccc2C1,0.7,-9.1,1.2,1.1,1.0,-0.1,-3.6,-0.7,6.0,-0.2,6.4
Cc1cc(C)c(NC(=O)CSc2cccc[n+]2[O-])c(C)c1,-0.2,1.8,-9.6,-1.6,-16.5,-7.5,x,0.1,-14.6,-0.8,3.2

# The listing, repeating the preview:
SMILES,Keap1-Nrf2 PPI,RTF Ca sens inh,RTF Ca sens act,Rtt109 HAT inh,Mot1-301 SUMO,NSD2 HMT inh,PfHsp90 set2,CDK5 inh,PvdQ acylase,C-LANA FP,dFosB act
O=C(CNC1CCCCC1)N1CCc2ccccc2C1,0.7,-9.1,1.2,1.1,1.0,-0.1,-3.6,-0.7,6.0,-0.2,6.4
Cc1cc(C)c(NC(=O)CSc2cccc[n+]2[O-])c(C)c1,-0.2,1.8,-9.6,-1.6,-16.5,-7.5,x,0.1,-14.6,-0.8,3.2
CCOc1cc(C(=S)N2CCOCC2)ccc1OS(=O)(=O)c1ccc(NC(C)=O)cc1,-1.2,-0.4,-1.4,-3.7,-6.6,0.0,-2.0,-0.4,-6.2,1.8,-7.7
Cc1cc(C(=O)O)c(C)n1-c1ccccc1,-3.9,-24.2,0.7,2.2,186.2,-1.6,-10.4,-0.6,-19.9,-0.3,2.4
CN(C)c1ccc(S(=O)(=O)NCC(=O)OCC(=O)Nc2cc(Cl)cc(Cl)c2)cc1[N+](=O)[O-],-4.8,0.7,6.0,1.7,-24.4,2.4,9.5,-2.8,-6.5,-2.7,-1.5
O=C(CC(=O)c1ccccc1)Nc1ccccc1C(F)(F)F,-4.9,0.2,0.7,3.4,-9.9,-3.4,-14.1,1.4,-3.6,-1.9,-6.6
CCN(CC)C(=O)CN(C#N)c1nc(OC)nc(N(C)C)n1,3.7,1.8,1.2,5.0,-13.2,9.2,x,1.1,-0.7,-0.8,-4.2
O=C(N[C@@H](Cc1c[nH]c2ccccc12)C(=O)O)C1CCN(S(=O)(=O)c2cccs2)CC1,5.2,-2.9,9.1,-7.0,64.6,-0.4,11.6,-0.6,-12.7,0.2,8.0
O=C(CSc1nnc(-c2cccnc2)o1)Nc1cccc(Cl)c1,-2.1,-12.0,-0.6,9.0,-5.4,-3.1,11.3,-3.8,-10.3,1.1,-9.6
O=C(Nc1cccc2cccnc12)c1cccc([N+](=O)[O-])c1,-1.5,-3.0,-5.5,-2.6,9.4,-5.0,-17.7,0.9,-7.8,1.8,-2.3
Cc1ccc(-c2cc(=O)c3cc(F)ccc3[nH]2)cc1,-5.2,-4.8,-2.8,-6.0,-5.7,x,-37.9,-1.0,-7.4,-0.7,2.1
COc1cccc(C(CC(=O)NCC2CCCO2)NS(=O)(=O)c2ccc(C)cc2)c1OC (centres undefined),-3.8,1.8,-2.3,5.7,x,7.8,-6.3,0.6,7.7,-0.1,4.7
CC1CCCC(C)N1CCNC(=O)Cn1nc(-c2ccccc2)ccc1=O (centres undefined),1.0,-1.6,3.3,x,-8.7,x,15.7,0.3,-12.9,0.5,6.1
COc1ccc(C(=O)/C=C/c2ccc(OC)c(Cn3nnc4ccccc43)c2)cc1,0.8,4.3,3.4,6.9,6.0,0.7,22.1,1.6,6.3,-0.4,-6.8
COc1ccc(CCNS(=O)(=O)c2ccc(Br)s2)cc1,-1.1,1.5,-5.3,6.8,8.3,-7.3,9.0,0.2,-0.7,-0.8,-7.3
O=C(NNC(=O)C1CCN(S(=O)(=O)c2cccc(C(F)(F)F)c2)CC1)C1CC1,-5.9,-4.8,5.5,-4.7,-3.3,-1.6,-26.0,1.1,-9.2,-0.9,-4.9
Cn1c(=O)c2c(nc(Sc3ncccn3)n2Cc2ccccc2Cl)n(C)c1=O,1.1,-5.8,4.0,1.6,9.5,8.3,0.0,-0.2,-15.5,2.0,-4.8
O=C(Cc1cccs1)Nc1ccc2c(c1)C(=O)OC2,-2.6,-3.4,-2.9,x,-22.9,1.1,-5.5,-0.7,-16.2,-2.6,2.0
COc1ccc(CCNC(=O)CO/N=C/c2cc3c(cc2Br)OCO3)cc1OC,-3.9,-1.4,-3.5,-2.5,4.4,-2.7,x,-1.5,-8.6,0.6,-8.8
CCCCCOc1cccc(C2C(C(=O)c3cccs3)=C(O)C(=O)N2CCN2CCOCC2)c1 (centres undefined),-1.9,1.1,3.0,1.2,10.8,28.3,15.7,-0.3,2.2,1.3,-4.7

# Part of the list above, showing only Mot1-301 SUMO.
Molecule | Mot1-301 SUMO
O=C(NNC(=O)C1CCN(S(=O)(=O)c2cccc(C(F)(F)F)c2)CC1)C1CC1 | -3.3
Cn1c(=O)c2c(nc(Sc3ncccn3)n2Cc2ccccc2Cl)n(C)c1=O | 9.5
O=C(Cc1cccs1)Nc1ccc2c(c1)C(=O)OC2 | -22.9
COc1ccc(CCNC(=O)CO/N=C/c2cc3c(cc2Br)OCO3)cc1OC | 4.4
CCCCCOc1cccc(C2C(C(=O)c3cccs3)=C(O)C(=O)N2CCN2CCOCC2)c1 (centres undefined) | 10.8

# (listing goes on)
SMILES,Keap1-Nrf2 PPI,RTF Ca sens inh,RTF Ca sens act,Rtt109 HAT inh,Mot1-301 SUMO,NSD2 HMT inh,PfHsp90 set2,CDK5 inh,PvdQ acylase,C-LANA FP,dFosB act
Cc1ccc(CS(=O)(=O)CCC(=O)NCCC2=CCCCC2)cc1,-1.4,-1.2,0.1,6.5,13.5,1.8,4.5,0.7,5.3,1.0,1.3
CC1CCCCC1NC(=O)CN1C(=O)c2cccc(N)c2C1=O (centres undefined),-0.8,-13.6,5.2,-243.3,x,-4.9,5.9,0.1,-11.0,1.0,0.9
CCN(CC)CCOC(=O)c1ccc(Cl)cc1Cl,-1.2,-1.4,-7.9,-29.7,-15.2,1.6,8.5,-1.2,-5.1,-0.7,4.4
NCCOc1ccc(C2CCCCC2)cc1,-3.6,-0.5,-1.8,4.1,12.9,-1.5,x,-0.5,-16.2,1.2,-3.8
COc1ccc2[nH]c3c(c2c1)CCN1C(=O)C(CC(=O)NCCCN(C)C)C[C@H](C(=O)N2CCOCC2)[C@@]31CCC1CCCC1 (some centres undefined),1.0,-0.2,-2.9,-8.2,x,x,-7.2,-1.9,-6.1,-1.7,1.0
O=C(O)CCCNS(=O)(=O)/C=C/c1ccccc1,-1.1,6.0,-9.4,x,17.3,-3.1,-19.0,-1.2,16.6,0.2,-1.6
O=C(O)Cn1c(Cc2ccccc2)nc2ccccc21,2.0,-6.9,-3.3,-5.7,-4.2,-4.6,-4.2,-0.6,-5.4,-1.5,3.1
Cc1ccc(-c2csc(NC(=O)CSc3nc4ccccc4[nH]3)n2)cc1,-2.0,1.0,4.3,4.5,x,-1.4,12.5,-0.2,6.1,-1.0,3.0
CCn1nnnc1-c1ccc(OC)c(S(=O)(=O)N2CCCCC2)c1,-5.9,3.0,10.3,-0.7,132.8,-1.2,x,-2.1,-12.2,-0.2,2.5
CCOC(=O)c1c(-c2ccccc2)c(C(C)=O)c(=O)n(C)c1C,0.9,-2.6,-0.8,4.9,31.6,x,-15.4,3.5,1.4,-1.0,-3.8
COC(=O)c1cc(C)sc1NC(=O)CCc1ccccc1,1.8,-14.9,-1.2,0.0,13.9,-0.5,-14.8,0.7,-2.2,-0.4,-3.8
Cc1ccc(-c2csc(/C=C3/SC(C)C(=O)N3CC(=O)Nc3ccccc3F)n2)cc1 (centres undefined),-1.9,-7.7,-4.6,-3.0,x,0.1,-8.3,0.6,5.0,-0.5,-0.2
COc1ccc(NS(=O)(=O)c2ccc3c(c2)oc(=O)n3C)c(OC)c1,-0.5,-4.2,2.2,-1.4,-19.3,x,-18.5,0.0,-16.1,-1.3,2.3
COc1cc2c(cc1OC)C(c1cc3ccc(C)cc3[nH]c1=O)N(C(=O)c1ccco1)CC2 (centres undefined),-1.0,-4.5,-2.8,13.8,-12.8,7.9,-3.0,-0.1,-16.0,-1.4,-7.6
Cn1ccnc1SCC(=O)c1ccc(OC(F)F)cc1,0.4,-23.7,-4.0,9.2,12.7,-4.6,-39.9,-0.9,-4.5,6.7,3.8
O=C(CSCc1cc(=O)n2ccsc2n1)Nc1ccc(F)cc1,-1.8,-3.3,2.9,-0.9,103.9,-0.1,23.7,1.4,-6.5,4.4,-12.5
COc1ccc(N/C=C/C(=O)c2ccc(OC)c(OC)c2)cc1,0.2,-7.3,3.3,-5.8,19.9,-0.1,-27.1,1.1,-8.7,1.9,-4.0
O=C(CN1C(=O)NC(c2ccccc2)(c2ccccc2)C1=O)NCCc1ccc(F)cc1,-2.1,-0.7,-3.6,3.6,-10.7,2.5,20.1,0.1,-8.2,-0.4,-2.2
CCOC(=O)CCNC(=O)Nc1cc2nc(C)n(Cc3cccc(Cl)c3)c2nc1C,-8.7,-1.8,0.0,2.0,-4.4,-1.5,-4.4,0.7,-4.3,0.8,6.1
CN(CC(=O)Nc1ccccc1C(F)(F)F)C(=O)CCc1nc2ccccc2c(=O)[nH]1,-4.1,-7.1,-1.4,4.3,19.0,x,-23.5,-0.2,-10.5,0.2,-1.4
C=CCN1C(=O)C(C(C)CC)NC1=S (centres undefined),-1.0,-30.4,-3.2,-6.1,-1.7,0.8,x,0.2,-12.7,1.3,2.9
CCc1ccc(OCC(=O)N(C)C2CCS(=O)(=O)C2)cc1 (centres undefined),-3.1,-8.8,11.7,-4.2,-17.0,-9.5,-5.2,-2.1,-20.2,-0.4,4.0
CCc1cccc(C)c1NC(=O)c1ccc2c(c1)CCN2S(C)(=O)=O,-1.0,-0.3,-6.3,-4.8,-8.6,-3.6,23.5,0.4,3.4,-0.9,2.7

# Compound activity as filed in PubChem BioAssay.

# An unsorted share of the library; about 3.2% have a hit in one of these screens.
